TRPM1 prom inh – MITF TRPM1 promoter inhibition in SK-MEL-5 cells | SK-MEL-5 TRPM1 promoter luciferase, 24 h | inhibition, % at 12.5 µM | hit rate 0.83% among 330,000;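 active = mean inhibition across replicates of 60% or more, whatever share of single replicates reaches that level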; note: values of inactives mirror those of a sister screen read the other way
Shn3 inh set2 – inhibitors of Schnurri-3 3'UTR reporter in osteoblasts; hit rate 0.52% among 360,000; Clone20 osteoblast Shn3 3'UTR firefly luciferase, 24 h; inhibition, % at 12.5 µM;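 active = mean inhibition of at least 75% with every replicate also reaching 75%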;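 note: 0% = median of neutral control wells and 100% = pilot-screen positive control compound; some compounds past the cut are filed as inactive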
NR2E3 ag-1 – activates human photoreceptor nuclear receptor NR2E3 | Q9Y5X4 | GST-NR2E3/biotin-RetCOR TR-FRET, 1536-well | inhibition of corepressor binding, % at 4.78 µM | hit rate 0.12% among 320,000 | AID 2300;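 active = percent inhibition above the cutoff of mean plus 3 SD of all tested compounds, set per screening campaign, cut at about 20% in these data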;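 note: 0% = DMSO wells and 100% = biotin wells as full block of FRET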
Target sequence (Q9Y5X4 whole entry, looked up): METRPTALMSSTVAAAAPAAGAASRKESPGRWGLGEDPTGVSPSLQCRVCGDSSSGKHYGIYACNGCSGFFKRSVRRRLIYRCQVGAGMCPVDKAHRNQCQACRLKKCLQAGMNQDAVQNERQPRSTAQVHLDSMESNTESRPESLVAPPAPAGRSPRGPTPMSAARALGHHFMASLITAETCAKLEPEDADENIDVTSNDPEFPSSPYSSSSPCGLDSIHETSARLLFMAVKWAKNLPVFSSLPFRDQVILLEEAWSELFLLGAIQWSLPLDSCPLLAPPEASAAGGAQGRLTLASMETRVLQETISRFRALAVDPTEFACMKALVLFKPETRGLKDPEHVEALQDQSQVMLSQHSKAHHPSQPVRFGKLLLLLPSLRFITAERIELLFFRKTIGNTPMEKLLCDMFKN
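system = GST-tagged NR2E3 plus biotinylated RetCOR corepressor | input = 1.35 nM GST-NR2E3 | also added = 7 nM biotin-RetCOR | schedule = 5 h incubation at 4 °C | measured by = TR-FRET with europium anti-GST and streptavidin-D2, 340 nm excitation | read-out = percent loss of FRET ratio relative to control wells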
NR2E3 ag-2 – agonists of human NR2E3 nuclear receptor. inhibition of corepressor binding, % at 3.98 µM. Q9Y5X4. AID 602229. hit rate 0.35% among 360,000. CHO-S Gal4-NCOR/VP16-NR2E3 two-hybrid, luciferase;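 active = inhibition above the mean of all tested compounds plus 3 SD, cut at about 70% in these data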;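 note: 0% = DMSO with NR2E3 transfected cells and 100% = cells lacking NR2E3 construct; higher means lower luciferase signal from less NR2E3 corepressor binding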
Peg3 promoter – Peg3 promoter activity inhibition. inhibition, % at 20 µM. HeLa PEG-Prom luciferase reporter, luminescence, overnight. AID 588405. hit rate 1.7% among 360,000;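 active = inhibition of at least 50% at 20 µM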
CF NFkB block – blocks PAF-induced NF-kB reporter in cystic fibrosis cells. inhibition, % at 5 µM. KKLEB NF-kB-GFP reporter, GFP fluorescence overnight. hit rate 0.86% among 360,000;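 active = at least 50% inhibition at 5 µM, scaled per plate between neutral and stimulator controls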;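 note: PAF is a Pseudomonas aeruginosa culture filtrate used as stimulus; plate controls were PAF-stimulated DMSO wells for no effect and unstimulated DMSO wells for full effect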
HIF-2a block – blocks HIF-2a reporter activity | 786-0 RCC cells HIF-2a reporter, luciferase luminescence, overnight | inhibition, % at 18.8 µM | hit rate 0.72% among 360,000;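 active = inhibition of the luminescence signal of 40% or more relative to plate controls, in a single-dose primary screen at 18.75 µM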
LMP1 NFkB inh – reduces LMP1-driven NF-kappaB luciferase signal | inhibition, % at 12.5 µM | AID 504558 | hit rate 0.69% among 350,000 | LMP1-induced NF-kappaB luciferase reporter cells, luminescence; in the data active = inhibition above about 41%;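 note: 0% = neutral control wells and 100% = reference inhibitor control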
TRAIL sens C8 – caspase-8 TRAIL sensitization | NB7+C8 cells + TRAIL, ATPlite viability luminescence | inhibition (viability loss, TRAIL sensitization), % at 10 µM | hit rate 1% among 360,000 | AID 624354;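 active = compounds causing at least 50% loss of cell viability in the single-dose screen, relative to plate controls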
hiPSC survival – enhancers of human iPSC single-cell survival | hiPSC single-cell survival, ATPlite luminescence; 100% = ROCK inhibitor wells, 0% = DMSO | survival enhancement, % at 20 µM | hit rate 0.044% among 360,000 | AID 602274; in the data active = survival enhancement above about 18%;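 note: cells exposed to compounds for 16 hours before the ATP read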
KKLEB cytotox – counter-screen for CF NF-kB inhibitors: cytotoxicity; hit rate 0.36% among 360,000; activity change (cytotoxicity), % at 5 µM; KKLEB CF airway cells viability, ATPlite luminescence, overnight; stronger effect = lower value; cells stimulated with P. aeruginosa culture filtrate;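 active = corrected activity change at or below -50% at 5 µM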
Starred values were filed as active, the others as inactive; . = no result given; & = joins results of further samples. A portion of the library; count on the stated rates, not on these rows.

SMILES | TRPM1 prom inh | Shn3 inh set2 | NR2E3 ag-1 | NR2E3 ag-2 | Peg3 promoter | CF NFkB block | HIF-2a block | LMP1 NFkB inh | TRAIL sens C8 | hiPSC survival | KKLEB cytotox
C1=NN(c2ccccc2)C=NN1c1ccccc1 | -70 | -51 | . | -13 | -265 | -15 | -250 | -43 | -6 | -1.5 | 8
Cc1ccc(OCCNc2cc(N3CCN(CCO)CC3)ccc2[N+](=O)[O-])cc1C | -12 | 24 | -2 | -7 | -5 | -4 | -11 | -1 | 13 | 0.9 | 0
COc1ccc(NC(=O)c2cc(C3CCCCN3C(=O)c3cccs3)on2)c(C)c1 (centres undefined) | . | 12 | . | -23 | 19 | -35 | 8 | . | 6 | 1.4 | 5
Cc1ccc(S(=O)(=O)CC(=O)N2CCN(c3ccc(F)cc3)CC2)cc1 | 2 | 7 | 2 | -22 | 11 | 1 | 19 | -23 | -20 | 0.3 | 15
CCOC(=O)C1=C(C)NC(C)=C(C(=O)OCC)C1C(=O)OCC(=O)NC(C)C | 3&15 | 5&-4 | 0 | 6&-5 | 22&22 | 9&-6 | 14&13 | -12&-7 | 5&-9 | 4.3&7.3 | -10&2
O=CNc1ccc2c(c1)Cc1cccc(NC=O)c1-2 | 15 | 47 | . | -6 | 6 | -19 | -9 | 0 | -7 | -3.9 | -2
CCOC(=O)c1sc2ncnc(OC)c2c1C | -8 | -5 | 2 | -25 | -18 | -5 | -24 | 2 | 6 | -1.2 | 6
COc1ccccc1N1CCN(C(=O)c2cc(-c3cccc(Cl)c3)on2)CC1 | -3 | 6 | 1 | 0 | 6 | 12 | 12 | -3 | -7 | 0.6 | 3
COc1ccc(N(CC(=O)NCCSc2ccc(C)cc2)S(=O)(=O)c2ccccc2)c(OC)c1 | 4 | 5 | 2 | -1 | 37 | 3 | 16 | -6 | -24 | 0.0 | -2
Cc1ccc2c(c1)N(CC(=O)N1CCC(C)CC1)C(=O)c1cccnc1O2 | -10 | -1 | 4 | -13 | 1 | 4 | 3 | -9 | -8 | 0.2 | -11
CC1(C)CC(=O)C=C(c2ccc(COC(=O)C(c3ccccc3)c3ccccc3)cc2)C1=O | . | 41 | . | -16 | 15 | -21 | 4 | 9 | -2 | -1.7 | 19
O=c1[nH]c(=O)n2c(c1-c1ccccc1)OC(CBr)C2 (centres undefined) | . | -1 | . | -17 | -6 | -14 | 12 | -3 | -14 | 4.8 | 0
CCOC(=O)C(NC(=O)NC1CCCCC1)(c1ccccc1)C(F)(F)F (centres undefined) | 5 | 4 | 1 | 13 | 18 | -3 | 18 | -8 | 8 | 6.8 | 2
COC(=O)N1CCCCC1c1cc(C(=O)NCc2ccccc2)no1 (centres undefined) | . | 2 | . | -3 | -8 | -1 | 2 | . | 3 | 0.2 | 22
CC(NC(=O)COC(=O)c1ccc(N(C)C)cc1)c1ccccc1 (centres undefined) | 9 | -7 | 0 | -21 | 1 | 9 | 5 | -9 | 2 | -0.4 | 1
CCc1nnc(NC(=O)CSc2nnc3c4ccccc4n(C)c3n2)s1 | 13 | 6 | 1 | -32 | 12 | -15 | 14 | 7 | 4 | -3.1 | 3
CCC(=O)Nc1cccc2c1C(=O)N(C)C2=O | -9 | 2 | 1 | -16 | 10 | -11 | 1 | 0 | 3 | 18 | 2
C=CCn1cc(-c2cccc(C(F)(F)F)c2)cc(C#N)c1=O | 3 | -8 | 2 | -8 | 8 | 1 | 21 | -1 | 1 | 0.4 | -5
O=[N+]([O-])c1ccc(NC(=S)N2CCN(S(=O)(=O)c3ccccc3)CC2)cc1 | 8 | 6 | . | -13 | 12 | 25 | 13 | 2 | -1 | 0.7 | 4
Cc1cnc(C(=O)N2CCCC(N3CCN(c4cccc(C(F)(F)F)c4)CC3)C2)cn1 (centres undefined) | 13 | 7 | 3 | -10 | 10 | 15 | 13 | -3 | -22 | -0.5 | -6

Continued (four carried over from the part before).
SMILES | TRPM1 prom inh | Shn3 inh set2 | NR2E3 ag-1 | NR2E3 ag-2 | Peg3 promoter | CF NFkB block | HIF-2a block | LMP1 NFkB inh | TRAIL sens C8 | hiPSC survival | KKLEB cytotox
CCC(=O)Nc1cccc2c1C(=O)N(C)C2=O | -9 | 2 | 1 | -16 | 10 | -11 | 1 | 0 | 3 | 18 | 2
C=CCn1cc(-c2cccc(C(F)(F)F)c2)cc(C#N)c1=O | 3 | -8 | 2 | -8 | 8 | 1 | 21 | -1 | 1 | 0.4 | -5
O=[N+]([O-])c1ccc(NC(=S)N2CCN(S(=O)(=O)c3ccccc3)CC2)cc1 | 8 | 6 | . | -13 | 12 | 25 | 13 | 2 | -1 | 0.7 | 4
Cc1cnc(C(=O)N2CCCC(N3CCN(c4cccc(C(F)(F)F)c4)CC3)C2)cn1 (centres undefined) | 13 | 7 | 3 | -10 | 10 | 15 | 13 | -3 | -22 | -0.5 | -6
Cc1nc(=O)c(-c2ccccc2)c(C)n1CCCCCC(=O)O | 1 | -16 | 3 | -10 | 20 | 8 | 20 | 3 | -20 | 0.9 | 3
Cc1cc(C)nc(NCc2ccc(Cl)cc2)n1 | 8 | 1 | 0 | 1 | 8 | -9 | -9 | -11 | 11 | 0.7 | 12
CCc1cc2c(=O)[nH]c(COC)nc2s1 | 20 | -3 | 1 | -27 | -2 | 2 | 0 | 6 | -1 | 1.9 | 1
Cc1ccc(C(C(=O)NC2CCCC2)N2CCc3ccccc32)cc1 (centres undefined) | -3 | -3 | 2 | -2 | 14 | -9 | -17 | 2 | -5 | 0.6 | 3
O=C(CN1CCN(Cc2ccccc2Cl)CC1)N=Nc1c(O)[nH]c2ccccc12 | 3 | 9 | 3 | -6 | 54* | 25 | 29 | -3 | 1 | 0.8 | -17
C/C(=N\OCC(=O)Nn1c(C)nc2ccccc2c1=O)c1cccs1 | 3 | -12 | 0 | -9 | 18 | 6 | 13 | -7 | 16 | -0.6 | -13
O=C(NC1CCCCC1)c1ccc(-c2ccc(Cl)cc2)o1 | -106 | -131 | -2 | -6 | -361 | 3 | -347 | -66 | 28 | 0.0 | -5
CCOC(=O)CSc1nc(N)c(C#N)cc1C#N | -37 | -20 | 4 | -32 | -153 | -4 | -61 | 2 | -2 | -0.9 | 13
O=C(Nc1ccccc1)c1ccc(NCC2CCCO2)c([N+](=O)[O-])c1 (centres undefined) | -40 | -52 | -2 | -43 | -69 | 11 | -106 | -19 | 5 | -0.6 | 6
CCCc1nnc(SCC(=O)N2CCOCC2)n1CC1CCCO1 (centres undefined) | 11 | -26 | -1 | -5 | 11 | -4 | 15 | -5 | -6 | -2.3 | 13
O=C(COC(=O)CCc1ccccc1)Nc1ccccc1OC(F)F | -7 | 16 | -4 | -6 | 11 | 15 | 20 | 3 | 7 | 0.4 | -2
CCC(C)/C(C)=N/NC(=O)c1ccc(CSc2nc3ccccc3s2)cc1 (centres undefined) | -18 | 6 | 1 | -34 | -121 | -10 | -100 | -4 | 12 | -0.3 | 14
CC(C)CN1C(=O)c2ccc(C(=O)Nc3ccc(OCC(=O)O)cc3)cc2C1=O | 2 | 12 | -4 | -14 | 16 | 13 | -3 | -2 | -5 | 0.4 | -4
Cc1c(/C=N/NC(=O)c2ccc(Br)o2)cnn1C | -31 | -6 | -1 | -28 | -13 | 4 | -9 | -1 | 7 | 1.0 | -2
Cc1ccc(-c2nnc(SCC(=O)N/N=C/c3ccccc3C(=O)O)n2-c2ccc(C)cc2)cc1 | -1 | 10 | 4 | 9 | 3 | -8 | 7 | -2 | -7 | 0.3 | -1
COc1ccccc1NCCC(=O)OCC(=O)Nc1cccc(S(=O)(=O)N(C)C)c1 | 6 | -6 | 1 | -9 | -6 | 2 | 14 | -3 | 0 | 1.4 | 10
COc1ccc(CN2CCN(c3ncccn3)CC2)c(C)c1C | 3 | 8 | -1 | 5 | -1 | -4 | 22 | 4 | 10 | 0.0 | 5
CCCCCN=Cc1c(C)[nH]n(-c2nc3ccccc3s2)c1=O | 20 | -5 | -1 | -75 | 39 | -2 | 10 | 51* | 84* | -4.0 | -7
CC1(C2CC2)NC(=O)N(CC(=O)NCc2ccc(Cl)cc2Cl)C1=O (centres undefined) | -6 | -5 | 4 | -2 | 6 | 4 | 4 | 2 | 6 | -0.4 | 7
O=c1nccc(N/N=C/c2cccc(O)c2)[nH]1 | -6 | 3 | 3 | -31 | 1 | 10 | -17 | -1 | 35 | -0.2 | -1
O=C(CSc1ncnc2c1cnn2-c1ccc(F)cc1)NCc1ccc2c(c1)OCO2 | -2 | 7 | 3 | 5 | 1 | -4 | 9 | -2 | -2 | 2.5 | 8
CCOC(=O)C(C)(C)n1nnc(-c2ccc([N+](=O)[O-])cc2)n1 | -7 | -21 | 1 | 20 | -55 | -4 | -56 | 1 | 8 | 0.9 | -9
CCC(=O)NC(=S)Nc1ccc(NC(=O)c2ccco2)c(Cl)c1 | -31 | -13 | 2 | -10 | -41 | -3 | -70 | -3 | -3 | -0.8 | 7
Cc1nc(N=C(N)N)nc2c(C)cccc12 | 21 | 0 | 0 | -5 | 20 | -110 | 15 | -18 | -3 | -0.5 | 14
CCN(CC(=O)NC(=O)NC1CCCCC1)Cc1ccccc1 | -15 | -1 | 2 | -30 | -10 | 4 | -19 | -2 | -12 | -0.4 | -24
CC(OC(=O)C1CC(=O)N(Cc2ccco2)C1)C(=O)Nc1ccccc1[N+](=O)[O-] (centres undefined) | -4 | -52 | 7 | -37 | 1 | 18 | -7 | -3 | 1 | -0.1 | -25
O=C(c1cccs1)N1CCC(c2nc3c(nnn3Cc3ccccc3Cl)c(=O)[nH]2)CC1 | 13 | 10 | 0 | -7 | 24 | -1 | 21 | -18 | 15 | 0.5 | -4
Cc1cccc(NC(=O)N(Cc2cc3cc(C)cc(C)c3[nH]c2=O)CC2COCCO2)c1 (centres undefined) | 1 | 25 | 2 | -21 | 12 | -9 | 16 | -1 | 8 | 1.6 | 1
N/C(Cc1ccc(Cl)cc1Cl)=N\OC(=O)c1ccc(Br)o1 | 11 | -1 | 0 | 6 | -9 | 7 | -16 | 3 | -2 | -0.2 | 0
CN(C)C(=O)CCC(=O)N1CCCC(C(=O)c2ccc3c4c(cccc24)CC3)C1 (centres undefined) | -9 | 16 | 0 | -5 | 0 | -3 | -36 | 2 | -11 | 1.0 | -4
CC1CCC(NC(=O)COC(=O)CSc2ccc(C(N)=O)cc2[N+](=O)[O-])CC1 (centres undefined) | -3 | 0 | 1 | 8 | 10 | 11 | 5 | -3 | 12 | -0.4 | -4
Cc1ccc(S(=O)(=O)N2CCc3ccccc3C2CN2C(=O)c3ccccc3C2=O)cc1 (centres undefined) | 1 | 15 | 6 | -9 | 29 | 15 | 19 | 6 | -9 | 0.5 | -3
COc1ccccc1-c1nnc(SCC(=O)NC2CCCCC2)o1 | 34 | 2 | 0 | -15 | 6 | 11 | 14 | -2 | 9 | 1.5 | -4
O=C(CCN1C(=O)[C@@H]2Cc3ccccc3CN2C1=O)N[C@@H](C(=O)O)c1ccccc1 | . | 2 | -3 | -11 | 10 | -3 | 2 | -9 | -8 | -0.6 | 3

Screens from PubChem BioAssay.
